# Screens deposited in PubChem by Broad Institute.
# NSD2 block: NSD2 (human) methyltransferase inhibition; NSD2-SET H3K36me1 DELFIA fluorescence, biochemical; inhibition, % at 12.5 µM; actives 0.07% (n = 44,000); AID 624260; in the data active = inhibition above about 54%, passing the limit was not always enough;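 also: inhibitors reduce the monomethyl H3K36 fluorescence signal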
# Target sequence (O96028 whole entry, looked up): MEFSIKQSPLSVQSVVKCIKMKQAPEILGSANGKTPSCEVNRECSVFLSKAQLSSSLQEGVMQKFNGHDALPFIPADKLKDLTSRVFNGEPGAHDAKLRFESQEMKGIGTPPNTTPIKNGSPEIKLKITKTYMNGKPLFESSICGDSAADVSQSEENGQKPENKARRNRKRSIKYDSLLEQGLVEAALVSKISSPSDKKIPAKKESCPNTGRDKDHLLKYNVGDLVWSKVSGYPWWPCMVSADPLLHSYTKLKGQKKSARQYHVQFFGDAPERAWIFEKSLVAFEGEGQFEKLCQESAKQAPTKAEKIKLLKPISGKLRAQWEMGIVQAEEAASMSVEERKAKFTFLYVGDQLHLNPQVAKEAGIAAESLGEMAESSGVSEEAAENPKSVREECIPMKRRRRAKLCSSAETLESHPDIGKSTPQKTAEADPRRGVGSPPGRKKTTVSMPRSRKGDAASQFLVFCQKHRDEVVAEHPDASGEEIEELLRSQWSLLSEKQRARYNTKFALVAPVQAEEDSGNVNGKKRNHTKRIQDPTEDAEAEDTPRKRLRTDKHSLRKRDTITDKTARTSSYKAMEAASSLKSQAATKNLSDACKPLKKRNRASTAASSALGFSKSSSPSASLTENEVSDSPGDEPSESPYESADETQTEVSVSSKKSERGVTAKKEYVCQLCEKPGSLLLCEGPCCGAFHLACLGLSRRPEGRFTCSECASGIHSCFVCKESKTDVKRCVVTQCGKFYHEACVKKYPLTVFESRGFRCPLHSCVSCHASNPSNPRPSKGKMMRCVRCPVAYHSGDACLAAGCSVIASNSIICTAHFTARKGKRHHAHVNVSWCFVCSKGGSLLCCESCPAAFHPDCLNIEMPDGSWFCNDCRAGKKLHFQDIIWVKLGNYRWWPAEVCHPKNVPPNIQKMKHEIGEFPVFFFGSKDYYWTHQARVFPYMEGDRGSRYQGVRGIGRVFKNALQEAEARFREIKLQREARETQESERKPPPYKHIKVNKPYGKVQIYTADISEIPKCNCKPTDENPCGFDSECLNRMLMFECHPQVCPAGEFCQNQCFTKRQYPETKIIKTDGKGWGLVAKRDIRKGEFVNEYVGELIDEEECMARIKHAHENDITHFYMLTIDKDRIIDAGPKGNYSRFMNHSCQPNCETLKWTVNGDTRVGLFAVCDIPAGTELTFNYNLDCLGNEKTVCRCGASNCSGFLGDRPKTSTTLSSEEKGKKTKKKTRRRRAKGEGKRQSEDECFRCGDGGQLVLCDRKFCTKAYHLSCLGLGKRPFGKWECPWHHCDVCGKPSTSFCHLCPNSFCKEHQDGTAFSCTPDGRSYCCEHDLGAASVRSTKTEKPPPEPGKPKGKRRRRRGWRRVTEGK
# Starred values were filed as active, the others as inactive. The list is partial (hit frequency here may not be typical).
SMILES,NSD2 block
C[C@@H]1CCCCO[C@H](CN(C)Cc2ccc(C(F)(F)F)cc2)[C@H](C)CN([C@H](C)CO)C(=O)c2cc(NC(=O)Nc3cccc4ccccc34)ccc2O1,-1
C[C@@H]1CN([C@@H](C)CO)C(=O)c2cc(NC(=O)Nc3ccccc3)ccc2O[C@H]1CN(C)S(=O)(=O)c1ccccc1,-3
COC(=O)C[C@](O)(CCCC(C)(C)O)C(=O)O[C@@H]1C(OC)=C[C@]23CCCN2CCc2cc4c(cc2[C@H]13)OCO4,1
C[C@@H]1CN([C@@H](C)CO)C(=O)CCCn2cc(nn2)CO[C@H]1CN(C)S(=O)(=O)c1cccc(F)c1,11
C[C@H](O)C#Cc1ccc2c(c1)O[C@H](CN(C)C(=O)CC1CC1)[C@H](C)CN([C@@H](C)CO)S2(=O)=O,1
C[C@@H]1CN([C@H](C)CO)C(=O)c2cc(NC(=O)Cn3cnnn3)ccc2O[C@H]1CN(C)C(=O)NC1CCCCC1,-2
COc1ccc(NC(=O)Nc2ccc3c(c2)CC(=O)N([C@H](C)CO)C[C@@H](C)[C@H](CN(C)Cc2ccccc2)O3)cc1,-4
C[C@@H]1CN([C@@H](C)CO)C(=O)Cc2cc(NS(=O)(=O)c3ccc(Cl)cc3)ccc2O[C@@H]1CN(C)CC1CC1,23
CCCN(C)C[C@@H]1Oc2ncc(Br)cc2C(=O)N([C@@H](C)CO)C[C@@H]1C,1
COCCOC(=O)N1C(=O)[C@@]2(c3ccccc31)[C@H](C(N)=O)[C@H]1C(=O)O[C@H](c3ccccc3)[C@H](c3ccccc3)N1[C@@H]2c1ccc(OCCO)cc1,6
O=C(C[C@H]1C=C[C@@H](NC(=O)Nc2cc(F)ccc2F)[C@H](CO)O1)Nc1ccc(-c2ccccc2)cc1,3
C[C@H]1CN([C@@H](C)CO)C(=O)c2ccccc2-c2ccccc2CO[C@@H]1CN(C)C(=O)[C@H]1CCCN1C,-3
O=c1[nH]cnc2ccc(NC(=S)NC3CC3)cc12,5
COc1ccc(CN(C)C[C@@H]2Oc3ccc(NC(=O)Nc4c(C)noc4C)cc3C(=O)N([C@H](C)CO)C[C@@H]2C)cc1,6
C[C@@H]1CN([C@H](C)CO)C(=O)c2cc(NC(=O)Nc3ccc4c(c3)OCO4)ccc2O[C@H]1CN(C)C(=O)NC1CCCCC1,-1
C[C@H]1CN([C@@H](C)CO)C(=O)Cc2cc(NC(=O)CCC(F)(F)F)ccc2O[C@H]1CN(C)S(=O)(=O)c1cn(C)cn1,1
C[C@H]1CCCCO[C@H](CN(C)C)[C@@H](C)CN([C@@H](C)CO)C(=O)c2cc(NC(=O)Cc3ccccc3)ccc2O1,6
COc1cc(/C=N/NC(=O)c2ccccc2O)c(Br)cc1O,-5
C[C@H]1CN([C@@H](C)CO)C(=O)c2cc(-c3ccccc3)cnc2O[C@@H]1CN(C)C(=O)c1cccnc1,1
Cc1ccc(S(=O)(=O)Nc2ccc3c(c2)C(=O)N([C@@H](C)CO)C[C@H](C)[C@@H](CN(C)S(=O)(=O)c2ccc(F)cc2)OCCCC[C@@H](C)O3)cc1,-3

# Single values from the results shown:
# Value for COCCOC(=O)N1C(=O)[C@@]2(c3ccccc31)[C@H](C(N)=O)[C@H]1C(=O)O[C@H](c3ccccc3)[C@H](c3ccccc3)N1[C@@H]2c1ccc(OCCO)cc1 under NSD2 block: 6
# Value for C[C@H]1CN([C@@H](C)CO)C(=O)Cc2cc(NC(=O)CCC(F)(F)F)ccc2O[C@H]1CN(C)S(=O)(=O)c1cn(C)cn1 under NSD2 block: 1
# Value for CCCN(C)C[C@@H]1Oc2ncc(Br)cc2C(=O)N([C@@H](C)CO)C[C@@H]1C under NSD2 block: 1

# (more compounds)
SMILES,NSD2 block
C[C@H](CO)N1C[C@H](C)[C@@H](CN(C)C(=O)Nc2ccccc2)OCCCC[C@H](C)Oc2ccc(NS(=O)(=O)c3cn(C)cn3)cc2C1=O,6
C[C@H]1CN([C@@H](C)CO)C(=O)Cc2cc(NS(=O)(=O)c3cn(C)cn3)ccc2O[C@@H]1CN(C)S(=O)(=O)c1cccs1,-3
COc1ccc([Si](C)(C)[C@H]2[C@H](CCn3cc(CCO)nn3)O[C@@]3(C(=O)N(Cc4ccc(N5CCOC5=O)cc4)c4ccccc43)[C@@H]2C)cc1,2
COc1ccc(NC(=O)Nc2ccc3c(c2)C(=O)N([C@H](C)CO)C[C@H](C)[C@@H](CN(C)Cc2ccncc2)OCCCC[C@H](C)O3)cc1,2
C[C@@H]1CN([C@@H](C)CO)C(=O)c2cc(NC(=O)Cc3ccccc3)ccc2O[C@@H](C)CCCCO[C@@H]1CN(C)S(=O)(=O)c1cccs1,-3
C[C@@H]1CCCCO[C@@H](CN(C)C(=O)c2ccccc2)[C@H](C)CN([C@H](C)CO)C(=O)c2cc(N(C)C)ccc2O1,1
C=CCN1C(=O)/C(=C2\SC(N3CCCCC3)=NC2=O)c2ccccc21,3
CC1(C)COC(CCC/C=N/NC(=O)CCCCC(=O)NO)OC1,-2
C[C@@H]1CN([C@H](C)CO)C(=O)Cc2cc(NC(=O)CCC(F)(F)F)ccc2O[C@H]1CN(C)CC1CCCCC1,0
C[C@H](CO)N1C[C@H](C)[C@H](CN(C)C)Oc2ccc(NC(=O)C3CCCCC3)cc2C1=O,1
C[C@@H]1CN([C@H](C)CO)C(=O)c2cc(NC(=O)Nc3ccccc3)ccc2O[C@@H](C)CCCCO[C@@H]1CN(C)S(=O)(=O)c1ccccc1,-3
C[C@H](CO)N1C[C@H](C)[C@H](CN(C)C(=O)Nc2ccc(C(F)(F)F)cc2)Oc2c(NC(=O)Nc3ccc(F)cc3)cccc2C1=O,-6
CCCN(C)C[C@H]1Oc2cc(-c3ccccc3)ccc2S(=O)(=O)N([C@@H](C)CO)C[C@H]1C,-3
COc1cc2c(cc1OC)CN(C(=O)[C@@H]1[C@H]3C(=O)O[C@H](c4ccccc4)[C@H](c4ccccc4)N3[C@H](c3ccc(OCCO)cc3)[C@@]13C(=O)Nc1ccc(C#CC4(O)CCCCCC4)cc13)CC2,-8
CNC[C@@H]1OCCCC[C@@H](C)Oc2ccc(NC(=O)Nc3ccc(F)cc3)cc2C(=O)N([C@@H](C)CO)C[C@H]1C,5
NC(=O)COc1ccc(/C=N/NC(=O)CCCCC(=O)NO)cc1,-5
Cc1noc(C)c1NC(=O)Nc1ccc2c(c1)C(=O)N([C@H](C)CO)C[C@@H](C)[C@H](CN(C)S(C)(=O)=O)O2,6
C[C@@H]1CN([C@@H](C)CO)C(=O)c2cc(NC(=O)NC3CCCCC3)ccc2O[C@@H](C)CCCCO[C@H]1CN(C)CC1CCCCC1,0
CC(C)CC#Cc1cnc2c(c1)C(=O)N([C@H](C)CO)C[C@H](C)[C@H](CN(C)C(=O)c1ccccc1F)O2,-1
CC(C)NC(=O)N(C)C[C@@H]1OCc2cn(nn2)CCCC(=O)N([C@@H](C)CO)C[C@H]1C,-1

# Random excerpt: 6 entries already listed, in no set order.
SMILES,NSD2 block
COc1ccc([Si](C)(C)[C@H]2[C@H](CCn3cc(CCO)nn3)O[C@@]3(C(=O)N(Cc4ccc(N5CCOC5=O)cc4)c4ccccc43)[C@@H]2C)cc1,2
C=CCN1C(=O)/C(=C2\SC(N3CCCCC3)=NC2=O)c2ccccc21,3
C[C@H](CO)N1C[C@H](C)[C@H](CN(C)C)Oc2ccc(NC(=O)C3CCCCC3)cc2C1=O,1
C[C@@H]1CCCCO[C@@H](CN(C)C(=O)c2ccccc2)[C@H](C)CN([C@H](C)CO)C(=O)c2cc(N(C)C)ccc2O1,1
CC(C)NC(=O)N(C)C[C@@H]1OCc2cn(nn2)CCCC(=O)N([C@@H](C)CO)C[C@H]1C,-1
C[C@@H]1CN([C@H](C)CO)C(=O)c2cc(NC(=O)Nc3ccccc3)ccc2O[C@@H](C)CCCCO[C@@H]1CN(C)S(=O)(=O)c1ccccc1,-3

# Next part.
SMILES,NSD2 block
CC(C)NC(=O)Nc1ccc2c(c1)C(=O)N([C@H](C)CO)C[C@@H](C)[C@H](CN(C)C(=O)Nc1ccccc1)O2,2
COc1cc2c(cc1OC)C(=O)OC2,4
C[C@@H]1CCCCO[C@H](CN(C)C(=O)Nc2ccccc2)[C@@H](C)CN([C@@H](C)CO)C(=O)c2cc(NC(=O)CCCN(C)C)ccc2O1,1
CC(C)NC(=O)N(C)C[C@@H]1Oc2ccc(NC(=O)CCCN(C)C)cc2C(=O)N([C@H](C)CO)C[C@H]1C,8
C[C@H](CO)N1C[C@H](C)[C@@H](CN(C)Cc2ccncc2)Oc2cc(C#CC3CC3)ccc2S1(=O)=O,27
CCCCN(CCCC)c1ccc(/C=N/NC(=O)CCCCC(=O)NO)cc1,1
C[C@H](CO)N1C[C@H](C)[C@@H](CN(C)C(=O)Nc2ccc3c(c2)OCO3)Oc2ccc(NC(=O)Cc3ccccc3)cc2C1=O,-2
C[C@@H]1CN([C@H](C)CO)C(=O)c2cc(N(C)C)ccc2O[C@@H](C)CCCCO[C@@H]1CN(C)C(=O)Nc1ccccc1,0
C[C@@H]1CN([C@H](C)CO)C(=O)c2cccc(NC(=O)c3cnccn3)c2O[C@@H]1CN(C)Cc1ccc(C(F)(F)F)cc1,-3
C[C@H]1CN([C@@H](C)CO)C(=O)Cc2cc(NS(=O)(=O)c3cn(C)cn3)ccc2O[C@H]1CN(C)Cc1ccncc1,4
COC(=O)C[C@H]1C[C@@H]2c3cc(NC(=O)Nc4ccccc4F)ccc3O[C@@H]2[C@@H](CO)O1,6
C[C@@H]1CN([C@H](C)CO)C(=O)c2cccc(NC(=O)c3nc4ccccc4s3)c2O[C@@H]1CN(C)C(=O)Nc1ccc2c(c1)OCO2,5
CCCNC(=O)N(C)C[C@H]1Oc2ncc(C#CCC(C)C)cc2C(=O)N([C@@H](C)CO)C[C@@H]1C,0
CC(C)NC(=O)Nc1ccc2c(c1)C(=O)N([C@@H](C)CO)C[C@@H](C)[C@@H](CN(C)C(=O)Nc1ccc3c(c1)OCO3)OCCCC[C@H](C)O2,1
C[C@@H]1CN([C@@H](C)CO)C(=O)c2cc(C#Cc3ccccc3)cnc2O[C@H]1CN(C)C(=O)c1ccccc1,-6
COc1ccc(CN(C)C[C@@H]2Oc3ccc(NC(=O)C4CC4)cc3CC(=O)N([C@H](C)CO)C[C@@H]2C)cc1,-2
C[C@H](CO)N1C[C@H](C)[C@@H](CN(C)S(=O)(=O)c2ccccc2)OCc2cn(nn2)CCCC1=O,0
C[C@@H]1CN([C@H](C)CO)C(=O)c2cccc(NC(=O)C3CC3)c2O[C@@H]1CN(C)C(=O)Nc1ccccc1,-2
C[C@@H]1CN([C@H](C)CO)C(=O)c2cc(N(C)C)ccc2O[C@H]1CN(C)S(=O)(=O)c1cccs1,2
CC1(C)CC[C@]2(C(=O)O[C@@H]3O[C@H](CO)[C@@H](O)[C@H](O)[C@H]3O)CC[C@]3(C)C(=CCC4[C@@]5(C)C[C@@H](O)[C@H](O)[C@@](C)(CO)C5[C@H](O)C[C@]43C)C2C1 (some centres not stated),17
C[C@@H]1CN([C@H](C)CO)C(=O)c2cc(N(C)C)ccc2O[C@@H](C)CCCCO[C@@H]1CN(C)C(=O)CCC(F)(F)F,-3
C[C@H](CO)N1C[C@H](C)[C@@H](CN(C)C(=O)Nc2cccc3ccccc23)Oc2ccc(NC(=O)NC3CCCCC3)cc2CC1=O,1
CO[C@H](CN(C)C(=O)c1cc(Cl)cc(Cl)c1)[C@H](C)CN(C(=O)Nc1ccc(F)cc1)[C@H](C)CO,3
CC(C)COC(=O)N(C)C[C@H]1OCc2cn(nn2)CCCC(=O)N([C@H](C)CO)C[C@@H]1C,3
C[C@@H]1CCCCO[C@@H](CN(C)C(=O)Nc2ccc(F)cc2)[C@H](C)CN([C@@H](C)CO)C(=O)c2cc(NC(=O)CCC(F)(F)F)ccc2O1,-3
C[C@@H]1CN([C@H](C)CO)C(=O)c2cc(NC(=O)Nc3ccc(F)cc3)ccc2O[C@@H]1CN(C)Cc1ccncc1,-18
COCC#Cc1ccc2c(c1)O[C@@H](CN(C)Cc1ccccn1)[C@@H](C)CN([C@H](C)CO)S2(=O)=O,4
CC(C)NC(=O)N(C)C[C@@H]1Oc2ccc(NC(=O)C3CC3)cc2C(=O)N([C@H](C)CO)C[C@@H]1C,3
Cc1ccc(S(=O)(=O)N(C)C[C@@H]2Oc3ccc(NC(=O)Nc4cccc5ccccc45)cc3C(=O)N([C@H](C)CO)C[C@H]2C)cc1,3
C[C@@H]1CCCCO[C@@H](CN(C)Cc2ccc(C(=O)O)cc2)[C@@H](C)CN([C@@H](C)CO)C(=O)c2cc(NS(=O)(=O)c3ccccc3)ccc2O1,5
C[C@H]1CN([C@@H](C)CO)C(=O)c2cccc(NC(=O)c3ccncc3)c2O[C@H]1CN(C)Cc1ccc(-c2ccccc2)cc1,0
CC(C)NC(=O)Nc1ccc2c(c1)C(=O)N([C@H](C)CO)C[C@@H](C)[C@H](CN(C)C(=O)Nc1cccc3ccccc13)O2,8
COc1ccc(S(=O)(=O)N(C)C[C@@H]2Oc3c(NC(=O)c4cc(C)nn4C)cccc3C(=O)N([C@H](C)CO)C[C@@H]2C)cc1,41
C=CCCN(CC#C[C@H]1Oc2ccccc2S(=O)(=O)N2CCC[C@@H]12)S(=O)(=O)c1ccc(C)cc1,-5
CC(C)NC(=O)N(C)C[C@@H]1Oc2ccc(NC(=O)CCN3CCOCC3)cc2C(=O)N([C@H](C)CO)C[C@H]1C,1
O=C(C[C@@H]1CC[C@@H](NC(=O)CN2CCOCC2)[C@@H](CO)O1)NCCc1ccncc1,-2
COc1ccc(NC(=O)N(C)C[C@H]2Oc3ccc(NC(=O)Cc4ccccc4)cc3CC(=O)N([C@H](C)CO)C[C@@H]2C)cc1,7
COc1cccc(C#Cc2cnc3c(c2)C(=O)N([C@H](C)CO)C[C@@H](C)[C@H](CN(C)C(C)=O)O3)c1,-3
CCCNC(=O)N(C)C[C@@H]1Oc2cc(C#Cc3ccccn3)ccc2S(=O)(=O)N([C@H](C)CO)C[C@H]1C,21
CO[C@H](CN(C)Cc1cc(F)ccc1F)[C@H](C)CN([C@@H](C)CO)S(=O)(=O)c1ccc(F)cc1,-2
C[C@H]1CN([C@@H](C)CO)C(=O)c2cc(NC(=O)CCCN(C)C)ccc2O[C@@H]1CN(C)S(C)(=O)=O,-2
COc1ccc(S(=O)(=O)Nc2ccc3c(c2)C(=O)N([C@@H](C)CO)C[C@@H](C)[C@H](CN(C)S(=O)(=O)c2cn(C)cn2)O3)cc1,-3
